# Bioassay records (PubChem BioAssay)
# GSH bead fluor: compound fluoresces at 488/530 nm on GSH beads | GSH beads flow cytometry, compound fluorescence 488/530 nm; hits give high values | fluorescence (KMESF) at 10 µM | 190,000 compounds, 0.25% hits | AID 1776; in the data active = fluorescence above about 89;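 note: glutathione beads carrying GST-tagged Bcl family fusion proteins plus one bare bead set; values are compound well signal with DMSO vehicle wells as background; inactives centre near 16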
# RGS7-Gao reg: modulates binding of RGS7 to human Galphao | AID 1439 | P09471 | Multiplexed bead flow cytometry; actives lie on both sides | 220,000 compounds, 0.35% hits | binding response (% of control), % at 10 µM; in the data active = binding response below about 49% or above about 150%; inconclusive = no clear call, values can overlap the other calls; inactive = in between;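 note: fluorescent Galphao held in activated GDP-AlF4 state binding bead-coupled RGS7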
# Bim-Bcl-XL: inhibitors of Bim-Bcl-XL interaction, human; inhibition, % at 10 µM; Q07817; AID 1007; Bim peptide-Bcl-XL binding, bead flow cytometry, fluorescence; 190,000 compounds, 0.04% hits
# ABCG2 block: blocks JC-1 efflux by human ABCG2 transporter | IgMXP3 cells, flow cytometry | inhibition, % at 6.6 µM | 190,000 compounds, 0.1% hits | AID 1325;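 active = inhibition above 80%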;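 note: 0% = DMSO and 100% = nicardipine control wells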
# Target sequence (Q9UNQ0 whole entry, looked up): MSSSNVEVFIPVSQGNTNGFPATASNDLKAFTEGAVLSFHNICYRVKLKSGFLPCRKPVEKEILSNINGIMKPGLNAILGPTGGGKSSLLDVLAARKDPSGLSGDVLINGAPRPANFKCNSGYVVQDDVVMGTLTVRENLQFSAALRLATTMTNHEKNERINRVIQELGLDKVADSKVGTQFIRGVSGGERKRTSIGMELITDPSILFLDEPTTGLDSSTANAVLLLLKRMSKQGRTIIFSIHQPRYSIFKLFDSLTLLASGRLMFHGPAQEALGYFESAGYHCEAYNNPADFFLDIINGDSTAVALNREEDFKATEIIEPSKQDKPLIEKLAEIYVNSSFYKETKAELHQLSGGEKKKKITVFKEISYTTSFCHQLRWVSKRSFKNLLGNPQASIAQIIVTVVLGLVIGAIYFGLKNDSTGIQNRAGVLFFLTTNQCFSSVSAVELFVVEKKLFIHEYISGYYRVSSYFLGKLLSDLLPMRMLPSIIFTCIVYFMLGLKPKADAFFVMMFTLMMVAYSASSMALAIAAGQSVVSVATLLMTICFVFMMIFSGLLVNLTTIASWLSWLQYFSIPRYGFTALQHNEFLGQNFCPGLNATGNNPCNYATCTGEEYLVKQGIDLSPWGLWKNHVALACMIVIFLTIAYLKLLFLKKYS
#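 test system = two drug-resistant human cell lines, ABCG2 and ABCB1 | amount = 3 million cells/mL final, two lines in 1:1 ratio | reagent = JC-1 transporter substrate | doses = one concentration, 6.6 µM final | incubation = 10 min at 25 °C | signal = flow cytometric JC-1 green MFI at 530 nm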
# Bcl-W Bim block: human Bim-Bcl-W interaction inhibition; inhibition, % at 10 µM; 190,000 compounds, 0.02% hits; bead-based flow cytometry, Bim peptide-Bcl-W binding; Q92843;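 note: 0% = bound tracer without compound and 100% = peptide blocker; higher means less fluorescent Bim peptide bound to Bcl-W beads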
# Bim-Bfl-1: disrupts Bim binding to human Bfl-1; Q16548; Bead-based flow cytometry, Bim-Bfl-1 binding inhibition; inhibition, % at 10 µM; 190,000 compounds, 0.12% hits; AID 1008;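 note: 0% = wells without compound plus tracer and 100% = blocker peptide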
# Avidin bead fluor: compound fluoresces at 488/530 nm on avidin beads; fluorescence (KMESF) at 10 µM; 220,000 compounds, 0.38% hits; compound fluorescence 488/530 nm, flow cytometry; hits give high values; in the data active = fluorescence above about 47; note: inactives centre near 10
# RGS4-Gao reg: human RGS4-Galphao interaction regulation. binding response (% of control), % at 10 µM. 220,000 compounds, 0.33% hits. AID 1415. Multiplexed bead flow cytometry, RGS4-Galphao binding; actives lie on both sides; in the data active = binding response below about 49% or above about 150%; inactive = in between;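 note: fluorescent Galphao activated with aluminum fluoride binding bead-coupled RGS4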
# Bim-Bcl-2: disrupts Bim peptide binding to human Bcl-2; P10415; Bead-based flow cytometry, Bim peptide-Bcl-2 binding; inhibition, % at 10 µM; 190,000 compounds, 0.06% hits; AID 950; in the data active = inhibition above about 40%; inconclusive = no clear call, values can overlap the other calls;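 note: 0% = no compound wells with probe peptide and 100% = reference peptide inhibitor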
# Target sequence (P10415 whole entry, looked up): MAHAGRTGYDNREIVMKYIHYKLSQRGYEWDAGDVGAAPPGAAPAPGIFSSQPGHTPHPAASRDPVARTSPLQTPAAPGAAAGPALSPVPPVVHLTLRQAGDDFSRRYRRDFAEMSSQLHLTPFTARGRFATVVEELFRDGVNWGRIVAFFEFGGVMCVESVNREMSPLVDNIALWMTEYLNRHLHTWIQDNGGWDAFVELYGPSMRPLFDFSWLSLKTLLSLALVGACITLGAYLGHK
# ABCB1 inh: inhibitors of human ABCB1 transporter, ABCG2 counter-screen; 190,000 compounds, 0.067% hits; AID 1326; P08183; CCRF-Adr cells, JC-1 efflux, flow cytometry; inhibition, % at 6.6 µM; in the data active = inhibition above about 40%;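 note: 0% = vehicle and 100% = reference inhibitor; higher value means more JC-1 retained so stronger ABCB1 efflux block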
# Bim-Bcl-B: inhibitors of Bim-Bcl-B interaction, human; 190,000 compounds, 0.073% hits; bead-based flow cytometry, Bim peptide-Bcl-B binding; inhibition, % at 10 µM; Q9HD36;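 note: 0% = tracer peptide without compound and 100% = reference inhibitor peptide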
# * hit, by the source's call; ? = inconclusive. Cut-off read from the data, not from the text of the source, unless noted: active = inhibition above about 40%.
SMILES,GSH bead fluor,RGS7-Gao reg,Bim-Bcl-XL,ABCG2 block,Bcl-W Bim block,Bim-Bfl-1,Avidin bead fluor,RGS4-Gao reg,Bim-Bcl-2,ABCB1 inh,Bim-Bcl-B
Fc1cc(F)c2nc(N3CCCC3)sc2c1,10,100,1,5,2,-3,14,103,0,0.1,2
C/C(=N\N1CCN(C)CC1)c1ccc(Cl)c(Cl)c1,26,100,-6,16,1,-3,10,103,1,4.5,-6
CC(=O)c1ccccc1N(C(=O)Cn1nnc2ccccc21)C(C(=O)NCC1CCCO1)c1ccc(N2CCOCC2)cc1 (stereo unspecified),24,96,0,0,0,-8,8,101,-3,-0.1,-3
COc1ccc(OCCOC(=O)c2ccc(-n3cnnn3)cc2)cc1,53,99,-6,1,4,-14,12,98,-10,0.1,-12
COC(=O)Cn1nc(-c2ccccc2)c2ccccc21,17,102,-4,0,-5,-7,23,100,-2,0.0,-3
Cc1ccccc1N1C(=O)c2ccccc2NC1c1ccncc1 (stereo unspecified),17,103,0,0,-1,0,22,102,-3,-0.1,2
O=C(O)c1cccc(-c2ccc(/C=N/NC(=O)c3cccnc3)o2)c1,8,98,2,-1,3,1,6,101,2,-0.3,5
COc1ccc(OCc2cccc(C(=O)Nc3cc(C)on3)c2)cc1,62,103,-5,3,-3,0,7,101,-3,0.0,-2
COc1ccc(OC)c(-c2c3c([nH]c(=S)c2C#N)CCCC3)c1,8,138,-4,-7,2,8,6,102,-3,0.8,-30
CCCCOC(=O)CSC1=C(C#N)C(c2ccc3c(c2)OCO3)CC(=O)N1 (stereo unspecified),32,101,-2,3,0,-9,6,104,-6,0.7,-6
CCN(CC)c1cc(C)c2cc(NC(=O)c3ccccc3OC)ccc2n1,13,98,-1,2,0,-3,10,97,1,-0.2,0
O=C(CSCc1c(F)cccc1Cl)NCCSCc1ccco1,16,?,0,9,-1,-3,10,98,-4,0.0,-3
Cc1ccc(S(=O)(=O)N2CCCCC2C(=O)O)s1 (stereo unspecified),11,97,0,0,0,-3,7,94,-2,0.3,0
CCc1ccc(NC(=S)Nc2ccc(S(=O)(=O)Nc3ncccn3)cc2)cc1,9,97,-5,4,-1,-5,8,102,-2,0.9,-3
COc1ccc(CN(CCC(c2ccccc2)C2CCOC(C)(C)C2)C(C)=O)cc1 (stereo unspecified),4,101,-8,7,-1,-1,7,97,-5,7.8,-5
COc1ccc(/C=C2/SC(=S)N(CCC(=O)O)C2=O)cc1,22,75,-3,4,0,0,4,58,-3,0.6,4
CC(=O)c1c(C)[nH]c(C(=O)Nc2ccc(C)cn2)c1C,43,96,-4,15,1,-8,10,96,-6,-0.3,-6
COc1ccc(CNCC(O)(c2ccc(Cl)cc2)c2ccc(Cl)cc2)cc1,27,100,-1,7,-1,-3,7,98,-1,5.3,0
COc1ccc(C2=NN(CCC(=O)NCc3cccs3)C(=O)CC2)cc1,11,102,-1,6,-2,-4,16,100,-2,0.4,-3
CC1(C)C(c2cccs2)=NC(c2ccccc2)N1O (stereo unspecified),58,85,-3,2,1,-9,6,91,-4,0.1,-4

# Brought forward from above: 4 entries; new compounds follow.
SMILES,GSH bead fluor,RGS7-Gao reg,Bim-Bcl-XL,ABCG2 block,Bcl-W Bim block,Bim-Bfl-1,Avidin bead fluor,RGS4-Gao reg,Bim-Bcl-2,ABCB1 inh,Bim-Bcl-B
CC(=O)c1c(C)[nH]c(C(=O)Nc2ccc(C)cn2)c1C,43,96,-4,15,1,-8,10,96,-6,-0.3,-6
COc1ccc(CNCC(O)(c2ccc(Cl)cc2)c2ccc(Cl)cc2)cc1,27,100,-1,7,-1,-3,7,98,-1,5.3,0
COc1ccc(C2=NN(CCC(=O)NCc3cccs3)C(=O)CC2)cc1,11,102,-1,6,-2,-4,16,100,-2,0.4,-3
CC1(C)C(c2cccs2)=NC(c2ccccc2)N1O (stereo unspecified),58,85,-3,2,1,-9,6,91,-4,0.1,-4
N#C/C(=C/c1ccc([N+](=O)[O-])cc1)C(=O)Nc1ccccc1O,6,100,-7,5,-3,0,3,100,1,1.7,-7
O=C(CNC(=O)c1cccc(F)c1)N/N=C/c1cccc([N+](=O)[O-])c1,5,95,-6,37,-4,-3,13,92,-4,3.2,-7
CCOC(=O)N1CCN(C(=O)C2CCCN(Cc3nc(-c4ccc(Cl)cc4)oc3C)C2)CC1 (stereo unspecified),27,102,0,2,1,-12,6,100,-10,2.5,-9
c1cc2c(cc1-c1[nH]ncc1CN1C[C@H]3CC[C@H]1C3)OCO2,16,98,0,1,-3,-4,7,99,-2,0.3,-6
CCOC(=O)C1CCCN(C(=O)C2CCCN(S(=O)(=O)c3ccc4c(c3)oc(=O)n4C)C2)C1 (stereo unspecified),14,103,-4,0,-1,-11,7,102,-12,0.1,-7
Cc1cc(C)nc(NS(=O)(=O)c2ccc(NC(=O)CCCN3C(=O)c4ccccc4C3=O)cc2)n1,25,102,-6,0,0,0,6,106,-29,0.1,-3
CC(C)CC(NC(N)=O)C(=O)Nc1ccc2c(c1)OCO2 (stereo unspecified),14,98,-1,14,3,-5,10,98,-1,0.9,0
COc1cc(SC)ccc1C(=O)NCCc1ccccc1,14,99,-6,6,-7,-5,12,99,-9,-0.1,-14
CCOC(=O)c1c(NC2OC(=O)c3c2ccc(OC)c3OC)sc(C(=O)OC(C)(C)C)c1C (stereo unspecified),10,88,-1,7,2,9,3,84,2,0.8,2
C=CCc1c(C)nc(-c2ccccc2)nc1N/N=C(\C)c1ccccc1,19,100,-5,8,-6,-2,8,97,-3,0.1,-3
O=C1CCCN1c1ccc(S(=O)(=O)N2CCC(c3ccccc3)CC2)cc1,21,99,0,2,0,-5,10,101,-5,0.6,-5
C/C(=N\NC(=O)c1cc(C)[nH]n1)C(C)(C)C,10,88,-7,2,-5,-1,7,87,0,0.1,-8
COc1ccc(C(=O)CSc2ccccc2C(=O)O)cc1,24,98,1,3,4,1,10,101,1,-0.1,0
Cc1ccc(-c2nnc(N3CC(C)OC(C)C3)c3ccccc23)cc1 (stereo unspecified),16,91,-2,3,-5,-6,28,93,-2,0.6,-5
O=C(Nc1ccc(S(=O)(=O)NCc2ccccc2)cc1)c1ccccc1[N+](=O)[O-],11,95,1,30,5,-6,10,100,-7,2.6,2
Cc1cccc(C)c1NC(=S)N(CCc1ccncc1)C(C)C,10,99,-2,7,-2,-5,9,100,-1,1.9,-2
O=C(CSc1ccc2nnc(-c3ccncc3)n2n1)Nc1ccccc1F,18,97,-2,-3,2,-8,8,100,-10,-2.9,-3
COc1ccc(-c2cn3c(n2)CCC3)cc1,23,97,-5,1,-5,0,14,96,0,0.0,-5
Cc1cc(N2CCOCC2)ccc1/C=C1/SC(=O)NC1=O,12,100,0,25,0,-5,9,101,-5,-1.0,-3
Fc1ccc(C2CC(c3ccco3)n3ncnc3N2)cc1 (stereo unspecified),14,99,-6,4,-8,-6,22,100,-5,0.4,-7
CCOC(=O)c1nc2nc(C)cc(=O)n2[nH]1,19,100,-7,-3,-3,-27,31,103,-6,-0.8,-5
CCCCc1ccc(NC(=S)NCCc2ccc(S(N)(=O)=O)cc2)cc1,10,86,-2,13,-4,-2,8,93,-1,-0.2,-8
COc1ccccc1C(=O)Nc1ccc(S(=O)(=O)N2CCOCC2)cc1,15,96,-2,7,-5,-2,14,93,-4,0.7,0
Cc1csc(Sc2ccc([N+](=O)[O-])cc2C(=O)OCC(=O)NC2CCCC(C)C2C)n1 (stereo unspecified),22,97,1,5,2,3,3,87,2,0.9,3
CCCn1nc(C(=O)OCC(=O)NC(C)c2ccccc2)c2ccccc2c1=O (stereo unspecified),11,?,0,6,-1,-2,13,100,-2,1.2,0
COC(=O)c1c(C)[nH]c(C)c1-c1ccc([N+](=O)[O-])cc1,12,84,-3,18,-2,0,5,86,-1,1.0,-8
CCOC(=O)Cc1c(C)c2c(C)nn(-c3ccccc3)c2oc1=O,19,98,0,2,1,-13,6,101,-1,0.4,-4
Cc1ccc(S(=O)(=O)NCC(=O)N2CCC(C)CC2)cc1,13,101,-4,0,-1,-11,7,101,-8,0.4,-4
COC(=O)c1ccccc1NC(=O)c1ccccc1N(C)S(=O)(=O)c1ccccc1,14,106,-4,35,-3,-2,6,106,-4,1.4,-6
CC1(C)CC(=O)C=C(NCCCNC2CCCCC2)C1,31,102,-4,-3,-4,-3,9,103,-6,-0.8,-5
Cc1ccc(CSC2=NCCN2C(=O)c2ccco2)cc1,20,102,-3,1,-3,-6,8,104,-5,-1.5,-5
Cc1ccc(-c2cc(-c3ccccc3)c(C#N)c(Br)n2)cc1,11,99,-5,-6,-2,0,6,103,1,-1.1,0
Cc1ccccc1NC(=S)NC(NC(=O)c1ccco1)C(Cl)(Cl)Cl (stereo unspecified),5,92,-5,5,-4,-1,14,96,0,1.1,-10
COc1ccc(/C=C/C(=O)OCC(=O)N2CC(=O)Nc3ccccc32)cc1,19,96,-15,12,-6,-11,13,98,-4,0.7,-14
O=C(O)CCCC(=O)Nc1cc([N+](=O)[O-])ccc1O,11,101,-1,1,-2,-3,5,98,-5,0.3,-4
COc1cc(NS(=O)(=O)c2ccc(F)cc2)c(OC)cc1NC(=O)C1CC1,9,100,-4,0,0,-12,9,102,-15,0.2,-8
Cc1cc2nc(SCCOC(=O)Nc3cccc(Cl)c3)nc(C)c2cc1C,16,97,-7,17,-3,-10,10,106,-20,1.1,-12
COc1cc(NC(=O)Cn2ncc3c2-c2ccccc2OC3)cc(OC)c1OC,23,103,-6,1,-2,-6,8,107,-6,1.0,-6
Cc1nc2ccccc2n1/C(=N/S(=O)(=O)c1ccc(Br)cc1)c1ccccc1,9,101,23,1,13,17,6,106,9,0.3,8
NC(=O)C1CCN(CC(=O)NCc2ccccc2)CC1,32,100,-6,3,-1,-16,15,100,-6,0.6,-8
CC(=O)c1ccc(NC(=O)/C(=C\c2ccccc2)NC(=O)c2ccco2)cc1,14,101,-2,10,-2,-2,6,100,-2,-0.5,-6
C=CCSc1nnc(-c2ccc(Cl)cc2Cl)o1,15,89,0,12,-1,2,8,92,3,0.7,0
COc1ccccc1-c1c(C(F)(F)F)oc2cc(OS(C)(=O)=O)ccc2c1=O,17,95,-6,2,-2,-16,17,95,-10,0.4,-4
CCOc1ccc2c(c1)ncn2Cc1ccccc1,19,94,-7,-1,-3,-4,5,97,-5,1.1,-2
CC1CCC2C(=O)N(c3ccc(S(=O)(=O)c4ccccc4)cc3)C(=O)C2C1 (stereo unspecified),9,98,-3,1,-1,0,4,102,0,1.1,-2
O=C(O/N=C1\CCS(=O)(=O)c2sccc21)c1c(F)cccc1F,12,98,-4,0,-1,-6,20,101,-3,-0.1,-1
Cc1ccc2c(c1)nc(NCCCO)n2C,24,101,-2,1,-1,-11,30,103,-7,0.3,-7
CCOc1ccc(NC2OC(C)C(O)C(O)C2O)c([N+](=O)[O-])c1 (stereo unspecified),14,98,1,1,-2,-7,11,99,-1,0.0,-7
CSc1cc(-c2ccc(Cl)cc2)[nH]c(=O)c1C#N,10,105,0,6,1,-4,11,95,-1,-0.1,-3
